RAD54 inh – blocks human RAD54 Holliday junction branch migration. Q92698. FAM/BHQ fluorescence. inhibition, % at 10.4 µM. 0.14% of 360,000 active;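 active means mean normalized replicate activity at least 40 and at least half of replicates scoring 40 or more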;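 further: 0% = median of neutral control wells and 100% = median of positive control wells; inhibitors cause a drop in the FAM fluorescence signal; in these data hits start at about 50%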
ARNT TACC3 PPI – disruptors of human ARNT/TACC3 interaction; Q9Y6A5; AlphaScreen His-ARNT PAS-B/GST-TACC3 binding, luminescence; TACC3 fragment carries E629A point mutation; inhibition, % at 9.99 µM; 0.66% of 390,000 active; AID 623870;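 active means mean inhibition of replicates at least 50% and at least half of replicates each reaching 50%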;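 further: 0% = complete ARNT plus TACC3 wells and 100% = ARNT alone without TACC3; many hits fall short of the cut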
esBAF inh – blocks esBAF chromatin remodeling in mouse ES cells; Bmi1-luciferase knock-in reporter, 24 h; 100% = twice the neutral-well signal; reporter increase, % at 12.5 µM; 2% of 350,000 active; AID 602393; in the data active means activation above about 40%;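 further: 0% = median of the plate's neutral control wells and 100% = double that signal; a rise in the Bmi1 reporter signal indicates esBAF inhibition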
CFTR F508del cor – correctors of CFTR F508del function in bronchial epithelial cells. 0.36% of 350,000 active. activity (quench increase), % at 7.58 µM. CFBE cells, YFP halide quenching; stimulated with forskolin plus potentiator P3; % fluorescence drop versus neutral controls. AID 720511;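 active means mean added fluorescence quench of at least 8% versus neutral control, with both replicates also reaching 8%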;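 further: cells transiently co-express mutant CFTR-F508del with the halide-sensitive YFP; corrector assay measuring rescue of mutant channel to the surface after 24 h compound exposure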
INS-1E GSIS act – GLuc luminescence reporter in INS-1E cells, primary screen for activators of glucose-dependent secretion of insulin. INS-1E GLuc reporter insulin secretion, 2-3 h. activation, % at 16.6 µM. 0.61% of 370,000 active;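 active means lowest replicate activation of at least 40%, so every replicate reaches that level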;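 further: 0% = median of neutral control wells and 100% = median of IBMX positive control wells; some compounds called inactive have numbers as strong as hits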
RAD52 inh – inhibitors of human RAD52 DNA annealing. P43351. recombinant RAD52 DNA annealing, FRET fluorescence. inhibition, % at 18.7 µM. 0.46% of 360,000 active;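 active means every replicate showing at least 50% inhibition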
Target sequence (P43351 whole entry, looked up): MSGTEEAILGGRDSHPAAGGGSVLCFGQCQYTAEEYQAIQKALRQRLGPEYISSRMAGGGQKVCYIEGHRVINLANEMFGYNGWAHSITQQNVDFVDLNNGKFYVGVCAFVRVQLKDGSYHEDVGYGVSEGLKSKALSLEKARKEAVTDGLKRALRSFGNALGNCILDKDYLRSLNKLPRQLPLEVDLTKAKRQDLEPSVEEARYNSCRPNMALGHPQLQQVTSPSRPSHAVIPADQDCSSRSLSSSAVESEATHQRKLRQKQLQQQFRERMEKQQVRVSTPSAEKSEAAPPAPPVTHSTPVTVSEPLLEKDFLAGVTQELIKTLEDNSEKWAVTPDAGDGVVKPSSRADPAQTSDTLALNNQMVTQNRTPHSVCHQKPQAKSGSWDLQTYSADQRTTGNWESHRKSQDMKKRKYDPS
ERAP1 inh – blocks human ERAP1 aminopeptidase activity | Q9NZ08 | recombinant ERAP1, Leu-AMC fluorescence, 60 min | inhibition, % at 10.7 µM | 0.15% of 340,000 active;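 active means mean replicate inhibition of at least 30%, or all replicates individually reaching that 30% level; inactive means mean below 30% and not every replicate reaching it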;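 further: 0% = neutral control wells and 100% = L-leucinethiol positive control wells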
Xi reactivation – reactivates the inactive X chromosome in mouse fibroblasts; XiGFP mouse fibroblasts, % GFP-positive cells imaging, 3 d; cells co-treated with 5-aza-dC sensitizer; scaled so ellipticine positive control = 100%; activation, % at 7.58 µM; 0.055% of 360,000 active; AID 743238;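 active means mean normalized replicate activation at least 10% and every replicate at or above 10%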;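 further: 0% = median of on-plate neutral control wells and 100% = ellipticine 6 µM median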
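Assay system – SV40-immortalized XiGFP fibroblast cells, line 68-5-11 · Buffer or medium – DMEM supplemented with 5-aza-dC as sensitizing agent · Dosing – one concentration, pinned · Benchmarks – positive control ellipticine, 6 µM final · Times – 3 days compound exposure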
Numbers without * were called inactive; . = no result given; & = joins results of further samples. Rows are unselected; 3.3% or so of the library scored in one or more.

SMILES | RAD54 inh | ARNT TACC3 PPI | esBAF inh | CFTR F508del cor | INS-1E GSIS act | RAD52 inh | ERAP1 inh | Xi reactivation
CO[C@H]1CN(C)C(=O)c2ccc(NC(C)=O)cc2OC[C@@H](C)N(CC2CCCCC2)C[C@@H]1C | -2.7 | 0.0 | -2.9 | -0.5 | -8.1 | 5.4 | -1.9 | 0.0
COc1ccc2c3c([nH]c2c1)[C@H](CO)N(C(=O)c1ccccc1)CC31CCN(C(=O)CC2CC2)CC1 | . | . | . | -2.4 | 12.5 | 3.0 | -0.4 | 0.8
CCOc1cc(/C=N/O)ccc1OCc1ccc(F)cc1 | -2.7 | -2.2 | 17.5 | . | 2.2 | -8.6 | 3.0 | -0.1
COc1ccc(-c2ccc([C@H]3[C@H]4CN(C(=O)NC(C)C)CCCCN4[C@H]3CO)cc2)cc1 | 11.2 | 5.2 | -1.9 | 3.8 | -14.6 | . | . | 0.0
COc1ccc(CC(=O)NC(=S)Nc2ccc(S(N)(=O)=O)cc2)cc1 | . | -12.6 | -2.2 | 8.0 | 0.0 | -1.8 | 4.7 | 0.0
CC(=O)c1cccc(NC(=O)CCn2c(=S)oc3ccccc32)c1 | . | 5.3 | . | 2.4 | 29.1 | -15.9 | -2.1 | 0.5
CC(C)C#Cc1ccc2c(c1)O[C@H](CN(C)C(=O)NC(C)C)[C@H](C)CN([C@@H](C)CO)S2(=O)=O | -11.7 | -9.1 | -1.9 | 0.1 | -5.8 | . | . | -0.2
CCS(=O)(=O)Nc1ccc2c(c1)C(=O)N(C)C[C@H](OC)[C@@H](C)CN(CC1CCCC1)[C@H](C)CO2 | -20.3 | -13.3 | 0.4 | -1.0 | 1.3 | . | . | 0.2
C[C@H](CO)N1C[C@H](C)[C@H](CN(C)C(=O)Nc2ccc(F)cc2)Oc2ccc(NC(=O)Nc3cccc4ccccc34)cc2CC1=O | 4.6 | 2.1 | -5.6 | -3.9 | 8.9 | 3.9 | -2.1 | 0.0
CCCNC(=O)c1nnsc1Sc1ccc(Cl)cc1 | -1.8 | 3.9 | 31.8 | 2.5 | -10.1 | -13.7 | 9.9 | 0.0
C[C@@H]1CN([C@@H](C)CO)C(=O)Cc2cc(NC(=O)c3ccncc3)ccc2O[C@@H]1CN(C)Cc1ccc(Oc2ccccc2)cc1 | -3.7 | . | -0.4 | -2.5 | -1.3 | -21.4 | 0.0 | 0.2
CCCNC(=O)N1[C@@H]2CNC[C@H]1C2c1ccc(/C=C/c2ccccc2)cc1 (stereo not given in full) | . | . | . | -3.2&0.4 | 18.7&-5.9 | 20.3&-13.3 | -0.4&4.4 | 0.0&0.1
C[C@H](CO)N1C[C@H](C)[C@@H](CN(C)S(=O)(=O)c2ccc(Cl)cc2)Oc2ccc(NS(=O)(=O)c3ccccc3)cc2C1=O | . | . | -2.0 | -1.7 | -5.9 | . | . | -1.3
CCOC(=O)c1c(N)sc(C(=O)Nc2ccccc2)c1C | . | 10.4 | . | -0.2 | 2.6 | -6.6 | 1.2 | -1.1
O=C1CSC(c2ccncc2)N1Cc1ccc(F)cc1 (stereo not given) | . | 8.0 | -4.6 | -0.8 | -1.4 | -5.1 | -1.8 | 0.0
CC(=O)Nc1ccc(-c2ccnc3c2CC(C(=O)Nc2ccc(Cl)c(C(F)(F)F)c2)O3)cc1 (stereo not given) | 0.7 | . | 1.4 | 0.8 | -20.2 | -13.7 | 2.4 | 0.0
COC(=O)c1ccc(CSc2nnc(CNC(=O)c3ccc(OC)cc3)o2)o1 | -0.9 | -5.0 | -5.7 | . | 9.7 | . | . | .
O=Cc1ccc2ccc3cccnc3c2n1 | 14.5 | 66.9* | 7.7 | 7.1 | 14.4 | -15.0 | -0.2 | 0.1
C/C=C/c1cnc2c(c1)C(=O)N([C@@H](C)CO)C[C@@H](C)[C@@H](CN(C)Cc1cccc(C(=O)O)c1)O2 | . | . | -2.0 | -4.7 | 16.3 | . | . | 0.2
COc1cc(-c2nc3cccc(C)n3c2NCC2CCCO2)ccc1O (stereo not given) | . | -1.9 | . | -0.1 | . | 0.0 | -3.9 | 0.0
COC(=O)[C@@]12C[C@@H](CC(=O)NCCC(C)C)C(=O)N(Cc3ccc4c(c3)OCO4)C1=CCC(C)(C)C2 | . | . | . | 1.6 | -24.5 | 4.4 | -2.7 | 0.2
CC1CCCCC12NC(=O)N(CC(=O)NNC(=O)c1ccc(Br)cc1)C2=O (stereo not given) | -8.2 | -5.7 | . | 1.0 | 26.3 | -2.7 | 2.9 | 0.0
Cc1ccc(C(C)(C)C)cc1S(=O)(=O)Nc1cccc(C(=O)N2CCN(c3ccccn3)CC2)c1 | 5.6 | 1.9 | -0.4 | -0.9 | -19.4 | -8.2 | -0.5 | 0.1
CCc1ccc(Nc2nc(C)cc(C)n2)cc1 | -22.5 | -2.2 | 48.6* | 0.9 | 8.0 | -9.2 | -2.7 | 0.0
O=C(NNC(=O)c1ccc(Cl)cc1Cl)c1csc(-c2cccnc2)n1 | -3.8 | -3.5 | 9.1 | 1.6 | 3.4 | -4.6 | 0.0 | -0.1
CN(C)C(=O)C[C@H]1CC[C@@H](NS(=O)(=O)c2ccccc2)[C@H](CO)O1 | 5.7 | -1.8 | -9.0 | 1.1 | 12.4 | 11.6 | -0.1 | -0.4
c1ccc(C[C@H]2CN=C(Nc3ccccc3)N2CC2CCCCCC2)cc1 | 15.7 | 9.7 | -0.7 | 0.0 | -18.5 | 5.5 | 2.1 | -0.1
O=C(C[C@@H]1C[C@@H]2c3cc(NS(=O)(=O)c4ccc(F)cc4)ccc3O[C@@H]2[C@@H](CO)O1)N1CCc2ccccc2C1 | 0.2 | 14.7 | 6.1 | -4.1 | -26.8 | -11.1 | -5.3 | 0.0
O=C(NCCCCc1ccccc1)c1cccc(NC(=O)C2CCC2)c1 | -6.7 | . | -1.7 | -3.4 | -12.2 | -5.4 | . | 0.1
CCN1CCN(/C=N/c2nc(C)cs2)CC1 | -5.8 | -3.2 | 26.9 | -1.8 | 1.8 | 10.1 | 8.3 | .
CC(=O)c1cccc(NC(=O)N[C@@H](CC(C)C)C(=O)O)c1 | 11.4 | -5.1 | -3.2 | . | 17.4 | . | . | .
COC(=O)[C@H](CC(C)C)N(Cc1ccccc1)S(=O)(=O)N(Cc1ccccc1)[C@@H](CC(C)C)C(=O)OC | 9.2 | -3.3 | -1.7 | 4.1 | -4.3 | -6.4 | . | 0.0
CCCNC(=O)Nc1ccc2c(c1)C(=O)N(C)C[C@@H](OC)[C@@H](C)CN(C(=O)C1CC1)[C@@H](C)CO2 | -5.1 | -7.6 | -1.0 | -2.9 | 33.0 | -0.3 | -1.1 | 0.8
CCOc1ccc(C2NC(=O)CCC2[N+](=O)[O-])cc1 (stereo not given) | -4.1 | -5.8 | -9.1 | 1.8 | -8.3 | 3.6 | -0.3 | 0.0
COc1ccccc1-c1ccc(C2[C@H]3CNC[C@@H]2N3C(=O)Nc2ccccc2Cl)cc1 (stereo not given in full) | . | . | . | -1.6 | 15.6 | -37.0 | -4.6 | 0.2
CCc1ccc(Nc2n[n+](-c3ccccc3)c(-c3cccc(Cl)c3Cl)s2)cc1 | -6.2 | -3.8 | 18.7 | 2.8 | -2.3 | -12.7 | -1.3 | 0.0
C[C@@H]1CN([C@H](C)CO)C(=O)CCCn2cc(nn2)CO[C@@H]1CN(C)Cc1cccnc1 | . | . | -1.2 | -0.5 | 0.2 | . | . | 0.0
COc1ccccc1NC(=O)N[C@@H]1CC[C@@H](CCNC(=O)Cc2ccccn2)O[C@@H]1CO | 1.7 | -1.6 | -2.7 | -0.5 | 19.1 | -25.0 | 1.5 | 0.3
O=C(Nc1cccc(Oc2ccccc2)c1)c1ccc(-n2cncn2)c2ccoc12 | 5.5 | . | 16.5 | 3.1 | 1.9 | -23.0 | -0.8 | -0.1
CC=Cc1ccc2n(c1=O)C[C@H]1[C@H](CO)[C@@H](C(=O)N3CCc4ccccc4C3)[C@@H]2N1CCC (mixture of isomers) | -5.1 | 27.5 | 2.2 | 0.0 | -4.2 | -0.9 | -3.1 | 0.0

Individual results from above.
Under esBAF inh, `CCCNC(=O)Nc1ccc2c(c1)C(=O)N(C)C[C@@H](OC)[C@@H](C)CN(C(=O)C1CC1)[C@@H](C)CO2` reads -1.0
Under Xi reactivation, `CCOc1ccc(C2NC(=O)CCC2[N+](=O)[O-])cc1` (stereo not given) reads 0.0

The list continues.
SMILES | RAD54 inh | ARNT TACC3 PPI | esBAF inh | CFTR F508del cor | INS-1E GSIS act | RAD52 inh | ERAP1 inh | Xi reactivation
CO[C@H]1CN(C)C(=O)c2ccc(NC(=O)Nc3ccc(C(F)(F)F)cc3)cc2OC[C@H](C)NC[C@@H]1C | . | . | . | 1.7 | -16.7 | 16.7 | 2.4 | 0.0
C[C@@H]1CN([C@H](C)CO)C(=O)c2c(c3ccccc3n2C)-c2ccccc2CO[C@@H]1CN(C)Cc1cccc(C(F)(F)F)c1 | . | . | . | 6.0 | 6.5 | -4.4 | 2.0 | 0.0
COc1ccc(/C=N\Nc2ncc(F)c(N3CCOCC3)n2)cc1OC | . | 19.5 | . | -3.7 | 5.6 | -22.2 | . | 0.0
CS(=O)(=O)Nc1ccc2c(c1)[C@@H]1C[C@@H](CC(=O)NCc3ccccn3)O[C@@H](CO)[C@@H]1O2 | 0.6 | 2.3 | 0.5 | 0.9 | 10.8 | -11.8 | -0.9 | 0.1
Cc1ccc(S(=O)(=O)N2CCCCC2C(=O)O)cc1 (stereo not given) | . | -5.6 | . | 0.4 | -1.4 | -6.8 | 0.7 | 0.0
Cc1ccccc1OCC(O)Cn1c(N2CCCCC2)nc2c1c(=O)[nH]c(=O)n2C (stereo not given) | 10.2 | -7.0 | 1.8 | 0.5 | 10.3 | 1.0 | -3.0 | 0.3
C[C@H]1CN([C@@H](C)CO)C(=O)c2c(c3ccccc3n2C)-c2ccccc2CO[C@H]1CN(C)Cc1ccc(F)cc1 | . | . | . | -2.8 | -15.9 | 19.7 | -6.6 | 0.1
CCn1nc(C)c(CCC(=O)O)c1C | . | -9.0 | . | -0.2 | -1.3 | -7.6 | 3.0 | 0.0
CC(C)(C)c1ccc(C(=O)NCc2nnc(SCC(=O)NCc3ccco3)o2)cc1 | 4.3 | 4.1 | -7.5 | 0.4 | -13.3 | -25.0 | 0.0 | 0.0
CC(=O)c1ccc(OCc2cc(C(=O)N3CC[C@@H]4CCCC[C@H]4C3)no2)cc1 | 10.2 | . | 68.6* | 1.2 | -39.9 | -27.7 | -2.8 | 0.0
CC(C)(C)c1cc(S(=O)(=O)CCc2ccccn2)cc(C(C)(C)C)c1F | -2.1 | -0.1 | 7.6 | 1.2 | -31.9 | -4.7 | -1.5 | .
COc1cnn(-c2ccccc2)c(=O)c1SCc1ccc(Cl)c(Cl)c1 | 13.7 | 8.6 | -0.9 | . | -32.4 | . | . | .
COc1ccccc1C#Cc1ccc2c(c1)[C@@H]1[C@@H](CCN1C(=O)c1ccc(F)cc1)[C@H](CO)N2 | . | . | . | 1.6 | -12.1 | 5.0 | 0.7 | 0.1
Cc1nc(SCC(=O)Nc2c(C)n(C)n(-c3ccccc3)c2=O)[nH]c(=O)c1Cc1ccccc1 | -1.9 | -9.3 | -0.7 | -1.3 | -7.6 | -21.5 | -1.6 | .
CC1CCN(Cc2ccc(-c3nnn(CC(=O)NC4CCCCC4)n3)cc2)CC1 | . | -0.3 | . | 2.7 | -3.7 | -12.4 | 0.0 | 0.0
CS(=O)(=O)N(CC(=O)NCc1ccco1)c1ccc(Cl)cc1Cl | 2.7 | -13.2 | -0.4 | -1.3 | -11.5 | -9.5 | 0.7 | 0.0

Assay outcomes from PubChem BioAssay.
